# MT stabilize HCS – microtubule stabilization, imaging screen; HeLa tubulin immunostaining HCS, 24 h; share of cells brighter than vehicle mean+2SD; % tubulin-high responders, % at 10 µM; actives 0.83% (n = 200,000);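 active means plate Z-score above 3 for both tubulin-high and condensed-nucleus cell shares, with cell loss under 80%, at 10 µM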;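 further: anti alpha tubulin signal scored within the nucleus-defined area of each cell; some results filed as inactive read as strong as hits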
# Dynein transport – blocks dynein driven cargo transport along microtubules | 3617.4 mouse cells, GR-EGFP nuclear translocation imaging; test concentration mostly 20 µM; stimulated with dexamethasone, 1 µM; hits give low values | z-score, hits read low | actives 0.47% (n = 220,000) | AID 1381;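 active means plate z-score of nuclear minus cytoplasmic receptor signal below a set negative limit, without overly bright fluorescence or cell loss, cut at about -3.5 in these data, passing the limit was not always enough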;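 further: z-score of nuclear minus cytoplasmic ring GR-EGFP intensity difference per well; some compounds called inactive have numbers as strong as hits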
#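 Buffer or medium: tet-free, stripped-serum medium; Also added: dexamethasone, 1.0 µM final; Technique: high-content fluorescence imaging after fixation; Times: 48 h induction, 1 h compound, 30 min dex at 37 °C; Read-out: per-cell GR-EGFP intensity, nucleus versus surrounding cytoplasmic ring, well-averaged.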
# HEK293 NOD2/NF-kB – NOD2 signaling inhibitors, cell-based, luminescence, uHTS, HEK293 (AID 1566); one-dose inhibition, % at 4 µM; EC50 in µM for titrated hits; actives 0.63% (n = 290,000); HEK293 NOD2/NF-kB luciferase reporter, luminescence; higher % means a stronger effect; in the data active means inhibition above about 50%; further: many of its hits are not listed in these tables
# Autophagy mod – autophagy modulation, high-content screen; MEF GFP-LC3 puncta imaging; test concentration mostly 10 µM; actives 0.98% (n = 190,000); AID 463193; calls only at 10 µM (by protocol);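 active means percentage of spot-positive cells more than 3 SD above its plate mean, without a fluorescence outlier flag or 80% toxicity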;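 further: spot-positive cell cutoff set from DMSO-treated cells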
# Ins promoter up – MIN6 insulin promoter up-regulation; MIN6 insulin promoter-GFP reporter, high-content imaging; hits give high values; actives 0.3% (n = 190,000); AID 1625; z-score at 5 µM;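 active means z-score above 3 at 5 µM with at least 500 cells counted in the well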
# b-catenin transl – beta-catenin nuclear translocation modulation | actives 0.3% (n = 190,000) | HeLa beta-catenin nuclear translocation, immunofluorescence imaging | nuclear translocation activity, % at 5 µM | AID 1665;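 active means nuclear translocation activity above 50% at 5 µM, with a well cell count of 50 or more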;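 further: per-cell ratio of nuclear to cytoplasmic median beta-catenin stain intensity; plate controls were DMSO negative control for no effect and GSK-3 inhibitor IX positive control for full effect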
#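 Signal – beta-catenin immunofluorescence imaging with DAPI · Test system – human HeLa cell line · Dosing – 5 µM primary single dose, 0.1% DMSO, 0.02–20 µM confirmation series · Measure – % activation, nuclear-to-cytoplasmic median beta-catenin signal ratio per cell · Incubation – 24 h compound exposure at 37°C, 5% CO2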
# P. falciparum M17LAP – P. falciparum M17LAP inhibitors, primary screen, biochemical, fluorogenic H-Leu-NHMec substrate, 1536-well (AID 1619); recombinant M17LAP, H-Leu-NHMec fluorogenic kinetic assay; higher % means a stronger effect; inhibition, % at 30 µM, or IC50 in µM where a hit was titrated; actives 0.38% (n = 220,000);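 active means compound inhibiting the enzyme by more than half at any dose during confirmatory dose-response retesting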;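 further: plate controls were full reaction with DMSO carrier for no effect and no enzyme background for full effect; strong numbers were not always called active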
# Yfh1-depleted yeast – mitochondrial function rescue without frataxin homolog – Friedreich's ataxia, plus single-dose screen, dose response (AID 1465); S. cerevisiae Yfh1-off respiration, WST-1 reduction, 72 h; higher fold induction means a stronger effect; one-dose fold induction at 50 µM; EC50 in µM for titrated hits; actives 0.074% (n = 220,000);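 active means fold induction of absorbance versus untreated yeast above a set limit, then at least 30% activation at any dose in follow-up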;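 further: activators that raise dye reduction in frataxin-depleted yeast; strong numbers were not always called active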
# NOD1 inhibition – inhibition of NOD1-driven NF-kB reporter – cell-based, luminescence, uHTS, primary screen (AID 1578) | NOD1-driven NF-kB luciferase reporter cells, luminescence; higher % means a stronger effect | inhibition, % at 4 µM; hits with a dose series show EC50 in µM | actives 1% (n = 290,000); in the data active means inhibition mostly above about 36%, no sharp cut-off; inactive means mostly below about 34%;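 further: HEK-293T reporter cells stimulated with the NOD1 agonist gamma-tri-DAP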
# Dynein transport cytoplasmic EGFP – also measured in Dynein transport; calls as there; z-score; measured here: cytoplasmic GR-EGFP intensity; hits give high values
# Dynein transport nuclear GR-EGFP – recorded beside Dynein transport, whose call it bears; z-score; measured here: nuclear GR-EGFP intensity;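 lower value marks the stronger effect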
# Dynein transport cell count – recorded beside Dynein transport, whose call it bears; z-score; measured here: cell count per field
# Ins promoter up cell count – second read-out of Ins promoter up, no call of its own (marks repeat the call); cell count; measured here: cytotoxicity, nuclei count;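 total cells summed across four imaged fields per well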
# b-catenin transl cell count 5 µM – second read-out of b-catenin transl, no call of its own (marks repeat the call); cell count; measured here: cell count, cytotoxicity flag
# MT stabilize HCS Hoechst-high % – second read-out of MT stabilize HCS, no call of its own (marks repeat the call); % Hoechst-high responders; measured here: nuclear condensation Hoechst responders;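 share of cells brighter than vehicle mean plus two SD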
# MT stabilize HCS cytotoxicity % – further read-out of MT stabilize HCS, marked with its call; toxicity, %; measured here: cytotoxicity by cell density;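 0% = mean cell density of plate MIN control wells and 100% = no cells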
# Autophagy mod cell loss 18 h – also measured in Autophagy mod; calls as there; toxicity, %; measured here: cell loss, nuclei count;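 cell loss after 18 h compound exposure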
# Numbers without * were called inactive; i = inactive; . = no result given. An excerpt, so the mix of outcomes need not match the whole.
# Sequence of screens – Ins promoter up	P. falciparum M17LAP	Dynein transport nuclear GR-EGFP	Ins promoter up cell count	Autophagy mod	Dynein transport	NOD1 inhibition	MT stabilize HCS Hoechst-high %	b-catenin transl	HEK293 NOD2/NF-kB	Dynein transport cell count	b-catenin transl cell count 5 µM	Yfh1-depleted yeast	MT stabilize HCS	Dynein transport cytoplasmic EGFP	MT stabilize HCS cytotoxicity %	Autophagy mod cell loss 18 h
> Cc1cccc(C2c3[nH]c4ccccc4c3CCN2C(=O)c2cc(C(C)C)nc(N)n2)n1 (stereo not given)
  .	6.0%	0.0418	.	i	0.325	-10.1%	2.0	1.0	-45.4%	-0.665	948	i	2.4	-0.165	4.5	1.4
> COc1cccc(C2C=C(c3ccc(Br)s3)Nc3ncnn32)c1OC (stereo not given)
  -0.18	7.7%	0.34	1743	i	0.288	7.5%	1.0	-0.2	12.4%	0.686	1102	i	1.8	-0.135	3.5	-10.2
> COc1ccc(C(=O)Nc2cccc(C(=O)N3CCN(C)CC3)c2)cc1
  0.44	9.4%	-1.03	1234	i	-0.794	-6.8%	1.8	0.6	0.3%	0.755	1209	i	2.9	-0.253	2.8	-0.9
> COC(=O)c1ccccc1NC(=O)NCC1CCCO1 (stereo not given)
  .	13.0%	0.0737	.	i	-0.528	7.6%	2.7	.	3.7%	0.398	.	i	2.7	-0.237	7.3	-0.4
> C/C(=N\N=C1\NC(=O)C(CC(=O)Nc2ccc(C)c(Cl)c2)S1)C(C)(C)C (stereo not given)
  0.11	6.2%	-0.339	1146	i	-0.557	-16.0%	2.5	-0.8	-31.0%	0.861	1141	i	5.1	-0.35	11.3	0.6
> O=C1C=C(N(CCO)CCO)C2(CCCCC2)O1
  -0.1	-10.6%	0.178	1390	i	-0.704	-4.3%	3.0	0.2	15.2%	0.766	1182	i	4.1	0.0144	7.4	12.1
> COc1cc2c(cc1OC)C(=O)CC(C)S2 (stereo not given)
  -0.26	-5.2%	0.21	1584	i	-0.36	3.0%	1.5	-1.2	20.2%	0.639	1344	i	2.9	-0.189	2.4	-9.5
> Cc1c(C#N)c(N)nc2c3c(sc12)NC(=O)CC3c1ccc(Cl)cc1 (stereo not given)
  -1.29	8.0%	-0.0183	1356	i	-0.46	-37.3%	2.8	1.3	14.3%	-0.118	1141	i	2.1	-0.174	7.0	-11.7
> CCOC(=O)c1ccc(NC(=S)Nc2cccc(C)n2)cc1
  -0.65	-7.5%	-0.166	1102	i	0.0847	-33.5%	2.4	0.1	22.9%	-0.217	923	i	1.9	0.154	6.1	3.3
> NC(=O)c1ccc(NC(=O)CCCN2C(=O)c3ccccc3C2=O)cc1
  -0.42	9.5%	0.231	853	i	-0.698	1.5%	1.2	-3.4	-3.3%	0.169	1179	i	1.2	-0.187	6.4	36.6
> COC(=O)c1cc(=O)n(Cc2ccc3c(c2)OCO3)c(=Nc2ccccc2)s1
  -1.25	8.0%	-1.64*	1594	i	-3.52*	73.6%*	2.5	2.6	-15.2%	-0.281*	1100	i	5.2	0.55*	3.9	15.8
> COc1cccc(-n2c(SCC(N)=O)nnc2-c2ccncc2)c1
  0.54	5.8%	-0.0769	1796	i	0.229	-13.8%	5.2	-2.4	-9.8%	0.437	1142	i	5.4	-0.317	7.3	-2.2
> COCCCn1c(-c2ccccc2Cl)n[nH]c1=S
  -0.53	-0.7%	-0.317	1240	i	-0.591	-10.3%	1.7	0.9	7.4%	0.445	1053	i	2.4	-0.25	4.4	-5.7
> COc1ccc(C(=O)Nc2ccc3nc4n(c(=O)c3c2)CCCC4)cc1[N+](=O)[O-]
  -0.29	1.1%	-0.15	1372	i	0.386	-18.6%	3.3	-0.6	7.5%	-0.238	910	i	4.9	-0.312	1.9	0.7
> Cn1cnc2ccc([N+](=O)[O-])cc2c1=O
  0.89	3.9%	2.28	1566	i	1.93	-21.2%	0.8	-0.6	1.5%	-1.98	948	i	2.0	0.0257	5.5	-11.9
> CC(=O)Oc1ccc(/C=C2/CCc3ccccc3C2=O)cc1
  0.22	-2.1%	-0.0846	1446	.	-0.0568	-8.2%	.	-1.9	-49.7%	-0.445	1184	i	.	-0.229	.	.
> CC(Cn1nnc2ccccc21)C(=O)O (stereo not given)
  -0.54	-1.9%	0.275	1436	i	0.269	-17.2%	2.2	0.3	18.7%	0.404	1052	i	3.7	-0.332	11.4	-7.1
> COc1ccccc1N(CC(O)COc1c(C)cc(C)cc1C)S(=O)(=O)c1ccccc1 (stereo not given)
  -0.99	5.6%	-0.404	1299	i	-0.146	-10.1%	2.3	-0.9	-9.8%	0.509	549	i	1.3	-0.317	10.7	12.1
> Cc1[nH]nc(-c2ccc(O)cc2O)c1Oc1ccccc1
  -1.39	-5.6%	0.317	1247	i	0.257	27.3%	3.5	2.6	3.9%	0.0106	1167	i	5.0	-0.218	0.4	12.2
> O=C(COC(=O)C1CC(=O)N(c2ccccc2)C1)c1ccccc1 (stereo not given)
  -0.06	10.2%	-0.155	1812	.	-0.669	-6.1%	2.5	-0.6	9.1%	0.192	1077	i	4.7	-0.205	6.7	.
> CC(C)(C)C(=O)Nc1ncccc1C(O)c1cccc(C(F)(F)F)c1 (stereo not given)
  0.37	0.1%	0.257	1250	i	0.853	-20.4%	1.5	-2.5	2.5%	-0.138	1096	i	4.7	-0.328	7.7	2.4
> CNC(=O)COC(=O)c1cc(=O)[nH]c2ccccc12
  -0.15	-7.6%	0.692	1548	i	-0.19	10.8%	1.6	-0.6	18.6%	0.0266	1250	i	1.9	-0.183	6.6	-21.1
> Cc1ccc(C(=O)N/C(=C\c2ccccc2)C(=O)NCCCn2ccnc2)cc1
  -0.44	4.1%	0.0744	1637	i	-0.305	-18.5%	0.6	-0.6	19.7%	0.0379	1041	i	2.2	-0.299	6.1	3.4
> N#CC(C#N)=Cc1ccccc1OCc1ccccc1
  0.86	6.5%	-0.907	915	.	-2.37	4.1%	.	-0.3	-35.5%	-0.544	1374	i	.	0.187	.	.
> COc1ccc(S(=O)(=O)N(CCc2ccccc2)CC(=O)O)cc1
  0.55	14.7%	0.405	937	i	0.575	-18.6%	1.6	.	-8.5%	-1.3	.	i	0.8	-0.0102	2.8	-7.6
> Cn1c(=O)c2c3c(sc2n2c(SCC(N)=O)nnc12)CC(C(C)(C)C)CC3 (stereo not given)
  0.04	-3.5%	1.45	1231	i	1.43	-33.4%	2.8	.	-7.5%	-3.96	.	i	3.8	0.423	6.6	0.8
> O=C(O)CCCc1ccccc1
  .	-13.4%	0.724	.	i	0.617	-10.2%	1.5	.	7.4%	-0.125	.	.	3.0	-0.239	3.4	12.4
> O=C(CC1NCCNC1=O)Nc1ccc(Oc2ccccc2)cc1 (stereo not given)
  0.84	9.8%	1.28	888	i	1.11	-41.2%	0.2	1.7	-9.7%	-0.347	954	i	2.1	-0.221	50.3	-1.2
> COc1cc(NS(=O)(=O)c2ccc3c(c2)oc(=O)n3C)cc(OC)c1OC
  -2.82	9.6%	-0.181	744	i	-0.77	18.6%	10.0	.	22.2%	-1.03	.	i	12.1	0.154	57.0	13.1
> O=C(/C=C/c1ccc2c(c1)OCCO2)c1ccc(O)cc1
  -0.71	10.6%	0.599	1404	.	0.845	-12.9%	.	1.5	-75.5%	-1.56	1274	i	.	-0.0656	.	.
> Oc1ccc2ccccc2c1/C=N/c1nccs1
  -0.19	-1.1%	-0.479	1383	i	-0.556	-6.0%	1.7	0.0	-2.7%	0.774	1311	i	1.7	-0.174	3.8	1.1
> C=CCn1c(Sc2nnc(C)s2)nc2c1c(=O)[nH]c(=O)n2C
  0.32	9.3%	0.401	1221	i	-0.243	-4.6%	2.6	-6.4	19.6%	-1.25	1036	i	3.7	-0.149	8.4	-7.3
> CS(=O)(=O)N1CCc2cc(C(=O)OCC(=O)c3ccccc3)ccc21
  -1.24	-0.6%	0.781	996	i	0.751	-37.6%	1.0	.	-21.2%	-1.25	.	i	1.8	0.292	3.6	-0.5
> CCC1(CC)NC(=O)N(CC(=O)NCc2ccc3c(c2)OCO3)C1=O
  -1.21	10.3%	-0.144	873	i	-0.816	5.7%	0.7	-4.5	13.6%	0.366	1236	i	0.7	-0.22	5.8	1.0
> O=C(Nc1ccc(S(=O)(=O)N2CCCCC2)cc1)c1ccncc1
  -3.68	9.3%	0.553	1191	i	0.115	9.7%	2.1	1.7	19.1%	-1.34	1128	i	3.8	-0.234	4.6	-10.7
> O=C(N/N=C\c1ccc(-c2ccccc2[N+](=O)[O-])o1)C1COc2cc3ccccc3cc2O1 (stereo not given)
  -0.13	-5.5%	-0.654	1699	i	-0.506	14.9%	1.1	2.2	17.5%	0.767	1295	i	2.0	-0.225	8.7	4.4

# Retrieved one by one from the list above (2):
# Sequence of screens – Ins promoter up	P. falciparum M17LAP	Dynein transport nuclear GR-EGFP	Ins promoter up cell count	Autophagy mod	Dynein transport	NOD1 inhibition	MT stabilize HCS Hoechst-high %	b-catenin transl	HEK293 NOD2/NF-kB	Dynein transport cell count	b-catenin transl cell count 5 µM	Yfh1-depleted yeast	MT stabilize HCS	Dynein transport cytoplasmic EGFP	MT stabilize HCS cytotoxicity %	Autophagy mod cell loss 18 h
> Oc1ccc2ccccc2c1/C=N/c1nccs1
  -0.19	-1.1%	-0.479	1383	i	-0.556	-6.0%	1.7	0.0	-2.7%	0.774	1311	i	1.7	-0.174	3.8	1.1
> C=CCn1c(Sc2nnc(C)s2)nc2c1c(=O)[nH]c(=O)n2C
  0.32	9.3%	0.401	1221	i	-0.243	-4.6%	2.6	-6.4	19.6%	-1.25	1036	i	3.7	-0.149	8.4	-7.3

# Screens: PubChem BioAssay, several laboratories
